Source: PubChem
GLP1R inv ag: GLP-1 receptor (human) inverse agonism; P43220; HEK293 GLP-1R CRE-luciferase, luminescence, 24 h; GLP-1R form is constitutively active; Potency, µM (highest dose often 38.3 µM), for inactives: at the top dose activity change, negative = inhibition, usual class: inhibitors; actives 1.6% (n = 410,000); also: % is scaled to controls: 0 for no effect and ±100 for the full control effect; nearly all actives have a fitted effect of over 55% in size
Target sequence (P43220 whole entry, looked up): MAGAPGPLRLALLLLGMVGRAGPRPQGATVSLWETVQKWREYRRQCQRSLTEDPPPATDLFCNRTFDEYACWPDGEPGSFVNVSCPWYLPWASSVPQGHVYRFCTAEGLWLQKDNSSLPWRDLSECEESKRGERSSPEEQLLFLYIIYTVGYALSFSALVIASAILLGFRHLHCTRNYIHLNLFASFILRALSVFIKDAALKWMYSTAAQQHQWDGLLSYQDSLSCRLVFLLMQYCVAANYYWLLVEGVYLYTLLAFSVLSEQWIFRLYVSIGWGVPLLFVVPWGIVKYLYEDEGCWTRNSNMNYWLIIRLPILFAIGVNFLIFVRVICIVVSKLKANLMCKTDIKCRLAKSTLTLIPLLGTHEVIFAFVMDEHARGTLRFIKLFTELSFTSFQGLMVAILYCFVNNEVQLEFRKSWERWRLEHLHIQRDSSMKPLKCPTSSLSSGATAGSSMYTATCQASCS
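GLP-1R inverse agonism mode: basal reporter luminescence in engineered HEK293 cells measured after one day of compound exposure at 37 deg C, with a 12 min room-temperature detection step.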
HT1080 IDH1KD tx: kills HT-1080 cells with IDH1 knockdown | HT-1080 IDH1 knockdown viability, ATP luminescence, 48 h | Potency, µM (doses to about 46.1 µM), inactives show at the top dose activity, negative = toxicity, usual class: cytotoxic | actives 2% (n = 360,000) | AID 686971;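 also: 0% = DMSO wells and -100% = cell-free medium wells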
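HT-1080-IDH1KD cells (IDH1 knocked down), 750/well in RPMI with 5% FBS, treated with compound 48 h at 37 degrees C. Viability by CellTiter-Glo luminescence, normalised to DMSO and no-cell wells; concentration-response curves classed.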
KB-V1 cytotox: kills drug-selected multidrug resistant KB-V1 cells. KB-V1 MDR cells viability, CellTiter-Glo, 72 h. Potency, µM (doses to about 46.1 µM), without a hit: at the top dose activity change, negative = cytotoxicity, actives largely listed as cytotoxic. actives 3.4% (n = 400,000). AID 1347076; also: % is scaled to controls: 0 for no effect and ±100 for the full control effect; nearly all actives have a fitted effect of over 60% in size
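Cytotoxicity via CellTiter-Glo luminescence after 72 h compound exposure at 37 degrees C. Cells: drug-selected KB-V1 line, DMEM phenol-red free plus 10% FBS. Compounds tested at multiple concentrations; normalized data fitted to concentration-effect curves.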
KB-3-1 tox: kills parental KB-3-1 adenocarcinoma cells. KB-3-1 viability, CellTiter-Glo ATP luminescence, 72 h. Potency, µM (highest dose often 46.1 µM), inactives show at the top dose activity change, negative = cytotoxic, most hits filed as cytotoxic. actives 1.4% (n = 400,000). AID 1347075; also: % is scaled to controls: 0 for no effect and ±100 for the full control effect; nearly all actives have a fitted effect of over 60% in size
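Using CellTiter-Glo luminescence, growth of non-resistant KB-3-1 adenocarcinoma cells is assessed 72 h after pin-tool compound addition at 37 °C. Normalized responses across the concentration series yield fitted curves.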
HEK293 tox: cytotoxicity in counter-screen for GLP-1R inverse agonists. HEK293 cAMP-luciferase reporter cells, luminescence, 24 h. Potency, µM (series often up to 38.3 µM), inactives show top-dose activity change, negative = inhibition, usual class: inhibitors. actives 0.13% (n = 410,000);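 also: loss of luciferase light is scored as toxicity; % is scaled to controls: 0 for no effect and ±100 for the full control effect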
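Step one: seed cells (200 cells/uL, DMEM with 10% Nu serum, 1% pen-strep). Step two: 12-hour incubation at 37 deg C. Step three: pin 23 nL compound, incubate 24 hr. Step four: add luciferase reagent, read luminescence 12 min later.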
TDP-43 yeast inh: TDP-43 toxicity inhibition in yeast. TDP-43 expressing yeast growth rescue, BacTiter-Glo, 24 h. Potency, µM (highest dose often 46.1 µM), for the others: top-dose growth rescue (activation), hits mostly activators. actives 1.8% (n = 410,000). AID 652104; also: % of control where 0% means no effect; nearly all actives have a fitted effect of over 50% in size
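In this qHTS, compounds that restore growth of yeast expressing TDP-43 appear as activators. Cells (OD600=0.02, galactose medium, raffinose-pregrown) are incubated with compound 24 hr at 30 deg C and growth is quantified by BacTiter-Glo.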
GLP1R ag: GLP-1 receptor (human) agonism. HEK293 GLP-1R CRE-luciferase, luminescence, 4-6 h; cells express a hypersensitive GLP-1R form. Potency, µM (series often up to 45.6 µM), for the others: at the top dose activation, most hits filed as activators. actives 0.007% (n = 380,000); also: % of control where 0% means no effect
SW480 rerep: inducers of DNA re-replication in SW480 colon cancer cells | SW480 DNA re-replication, Hoechst DNA content imaging, 48 h | Potency, µM (top dose mostly 46.1 µM), inactives show at the top dose re-replication activation, most hits filed as activators | actives 1.8% (n = 340,000) | AID 624297; also: % of control where 0% means no effect; nearly all actives have a fitted effect of over 55% in size
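First, 250 cells per well were seeded. Next, compound or vehicle (23 nL) was pinned in, plates sat 48 hr at 37 C. Finally Hoechst was added for 40 min before fluorescence scanning.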
HT1080NT lethal: kills 2HG-producing HT-1080-NT fibrosarcoma cells. HT-1080-NT fibrosarcoma viability, CellTiter-Glo ATP luminescence, 48 h. actives 1.6% (n = 360,000). AID 686970. Potency, µM (highest dose often 46.1 µM), for the others: top-dose activity, negative = less viability, hits mostly cytotoxic;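 also: NT is the 2HG producing partner of a matched IDH1 knockdown line; 0% = DMSO-treated cells and -100% = media-only wells without cells; nearly all actives have a fitted effect of over 55% in size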
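Compounds were tested in concentration-response format on HT-1080-NT cells for 48 hours at 37 degrees C. Cell viability came from CellTiter-Glo luminescence; curves were classified by r2, response magnitude and activity.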
An asterisk follows results filed as active; & = joins results of further samples; [ ] = another dose, or the depositor's remark. Calls follow the shape of the dose curve; as a rule, active = well fitted curve in the direction sought with a large enough effect; inconclusive = small, poorly fitted or top-dose-only effect, or another doubt; inactive = no such curve, though single readings can be large; an effect the other way counts as inactive or inconclusive. Potency is read from the fitted curve at half-maximal effect.

`NC(=O)C1CCN(C(=O)c2cc(-c3ccc(Cl)s3)nc3ccccc23)CC1` gave GLP1R inv ag inconclusive, HT1080 IDH1KD tx -23%, KB-V1 cytotox 0%, KB-3-1 tox 2%, HEK293 tox -9%, TDP-43 yeast inh 6%, GLP1R ag 6%, SW480 rerep 18µM* and HT1080NT lethal -19%.
CCc1noc(C)c1C(=O)OC(C)C(=O)c1c(C)[nH]c2ccccc12 (stereo not given) was read as GLP1R inv ag inconclusive, HT1080 IDH1KD tx -18%, KB-V1 cytotox inconclusive, KB-3-1 tox -20%, HEK293 tox -5%, TDP-43 yeast inh 12%, GLP1R ag -4%, SW480 rerep -6% and HT1080NT lethal -12%.
Screening CCN(CC(=O)Nc1c(F)cccc1F)C(=O)C1CC(=O)N(c2ccc3c(c2)OCCO3)C1 (stereo not given) returned GLP1R inv ag 11%, HT1080 IDH1KD tx -4%, KB-V1 cytotox 3%, KB-3-1 tox -8%, HEK293 tox 16%, TDP-43 yeast inh 11%, GLP1R ag -1%, SW480 rerep -5% and HT1080NT lethal -8%.
O=C(CCc1nnc(-c2ccc3c(c2)OCO3)o1)N1CCC(c2ccc(F)cc2)C1 (stereo not given) was read as GLP1R inv ag inconclusive, HT1080 IDH1KD tx -9%, KB-V1 cytotox inconclusive, KB-3-1 tox 0%, HEK293 tox -3%, TDP-43 yeast inh -19%[0.397 µM], GLP1R ag 20%, SW480 rerep 14% and HT1080NT lethal inconclusive.
Cc1cc(Cl)ccc1OCCCC(=O)NCC1CCCO1 (stereo not given) was read as GLP1R inv ag -27%, HT1080 IDH1KD tx 9%, KB-V1 cytotox -5%, KB-3-1 tox 0%, HEK293 tox -10%, TDP-43 yeast inh 23%, GLP1R ag 5%, SW480 rerep -1% and HT1080NT lethal 0%.
For COCCn1c(C)cc(C(=O)CSc2nc(C)c(C)c(C)n2)c1C the results were GLP1R inv ag 7%, HT1080 IDH1KD tx 10%, KB-V1 cytotox inconclusive, KB-3-1 tox -5%, HEK293 tox 8%, TDP-43 yeast inh inconclusive, GLP1R ag 13%, SW480 rerep 1% and HT1080NT lethal 8%.
O=C(Nc1cccc2cccnc12)c1ccccc1Cl was read as GLP1R inv ag inconclusive, HT1080 IDH1KD tx 5%, KB-V1 cytotox 6%, KB-3-1 tox 4%, HEK293 tox -4%, TDP-43 yeast inh 5%, GLP1R ag 13%, SW480 rerep -5% and HT1080NT lethal 0%.
Screening O=C(CCCN1C(=O)/C(=C/c2ccccc2)SC1=S)N1CCOCC1 returned GLP1R inv ag 8.9µM*, HT1080 IDH1KD tx -25%, KB-V1 cytotox inconclusive, KB-3-1 tox inconclusive, HEK293 tox inconclusive, TDP-43 yeast inh -1%, GLP1R ag 3%, SW480 rerep 22% and HT1080NT lethal -3%.
COc1ccc(N(C)C(=O)Nc2ccc3c(c2)nnn3C)cc1 was read as GLP1R inv ag 1%, HT1080 IDH1KD tx 3%, KB-V1 cytotox 16%, KB-3-1 tox 0%, HEK293 tox 6%, TDP-43 yeast inh -5%, GLP1R ag 3%, SW480 rerep -1% and HT1080NT lethal 2%.
Screening O=c1cc(-c2ccccc2)oc2c1CCCC2 returned GLP1R inv ag 35%[activator], HT1080 IDH1KD tx 10%, KB-V1 cytotox inconclusive, KB-3-1 tox 0%, HEK293 tox 0%, TDP-43 yeast inh 24%, GLP1R ag 12% and HT1080NT lethal 14%.
COCCNC(=O)C1(C)CCCN(C(=O)c2ccc(N(C)C)cc2)C1 (stereo not given) was read as GLP1R inv ag -7%, HT1080 IDH1KD tx 0%, KB-V1 cytotox -6%, KB-3-1 tox -3%, HEK293 tox 6%, TDP-43 yeast inh -17%, GLP1R ag -6% and HT1080NT lethal -1%.
For CCN(CC(=O)NCc1cccs1)C(=O)COc1ccc(C(C)=O)cc1 the results were GLP1R inv ag 4%, HT1080 IDH1KD tx 2%, KB-V1 cytotox 7%, KB-3-1 tox 0%, HEK293 tox 4%, TDP-43 yeast inh 12%, GLP1R ag 2%, SW480 rerep -12% and HT1080NT lethal 3%.
For O=C(COc1ccc(-c2ccccc2)cc1)NNC(=O)Nc1ccccc1 the results were GLP1R inv ag -25%, HT1080 IDH1KD tx -10%, KB-V1 cytotox -17%, KB-3-1 tox 7%, HEK293 tox -14%, TDP-43 yeast inh 12%, GLP1R ag -3%, SW480 rerep -6% and HT1080NT lethal -4%.
Cc1cc(C(=O)N/N=C/c2ccc3c(c2)OCO3)c(C)n1-c1ccc(F)cc1 was read as GLP1R inv ag inconclusive, HT1080 IDH1KD tx -22%, KB-V1 cytotox -22%, KB-3-1 tox -10%, HEK293 tox 3%, TDP-43 yeast inh 13%, GLP1R ag 6%, SW480 rerep 0% and HT1080NT lethal -6%.
`CNC(=S)Nc1ccccc1-c1ccccc1` gave GLP1R inv ag 8%, HT1080 IDH1KD tx 0%, KB-V1 cytotox 2%, KB-3-1 tox 11%, HEK293 tox -1%, TDP-43 yeast inh -6%, GLP1R ag -2%, SW480 rerep 1% and HT1080NT lethal -10%.
Screening CCOc1ccc(C(=O)Nc2nnc(S(=O)(=O)Nc3ccccc3C)s2)cc1 returned GLP1R inv ag -13%, HT1080 IDH1KD tx -10%, KB-V1 cytotox -5%, KB-3-1 tox 2%, HEK293 tox 1%, TDP-43 yeast inh -9%, GLP1R ag -6%, SW480 rerep -6% and HT1080NT lethal -3%.
O=C(CSc1ncn[nH]1)Nc1ccc2c(c1)OCCO2 was read as GLP1R inv ag 0%, HT1080 IDH1KD tx -2%, KB-V1 cytotox 15%, KB-3-1 tox 3%, HEK293 tox 3%, TDP-43 yeast inh 12%, GLP1R ag -2%, SW480 rerep -21% and HT1080NT lethal 8%.
For O=C(NC1CC2CCCC(C1)N2C(=O)Nc1ccccc1Cl)C1CC1 (stereo not given) the results were GLP1R inv ag 10%, HT1080 IDH1KD tx 7%, KB-V1 cytotox -8%, KB-3-1 tox 8%, HEK293 tox 4%, TDP-43 yeast inh -22%, GLP1R ag 4%, SW480 rerep -27% and HT1080NT lethal 14%.
O=S1(=O)CCOCCCN1Cc1ccc(Cl)cc1 was read as GLP1R inv ag 7%, HT1080 IDH1KD tx 4%, KB-V1 cytotox 16%&-14%, KB-3-1 tox 0%&1%, HEK293 tox 0%, TDP-43 yeast inh 24%, GLP1R ag 10%, SW480 rerep -32% and HT1080NT lethal 6%.
Screening CCOC(=O)C1=CSC2=NS(=O)(=O)CCN12 returned GLP1R inv ag 0%, HT1080 IDH1KD tx -3%[9.24 µM], KB-V1 cytotox 7%, KB-3-1 tox -7%, HEK293 tox 0%, TDP-43 yeast inh -9%, GLP1R ag -3%, SW480 rerep -6% and HT1080NT lethal -3%.
Screening Brc1ccc(-c2nc(-c3ccccn3)no2)o1 returned GLP1R inv ag inconclusive, HT1080 IDH1KD tx inconclusive, KB-V1 cytotox -11%, KB-3-1 tox inconclusive, HEK293 tox -4%, TDP-43 yeast inh 3%, GLP1R ag -13%, SW480 rerep -5% and HT1080NT lethal inconclusive.
Cc1ccccc1NC(=O)c1ccc(F)c(S(=O)(=O)N2CCCCC2)c1 was read as GLP1R inv ag -31%, HT1080 IDH1KD tx -1%, KB-V1 cytotox -17%, KB-3-1 tox 18%, HEK293 tox -6%, TDP-43 yeast inh 18%, GLP1R ag 8%, SW480 rerep inconclusive and HT1080NT lethal -5%.
Screening O=S(=O)(c1ccccc1F)N1CCC(Oc2ccc(-n3cnnn3)cc2)CC1 returned GLP1R inv ag inconclusive, HT1080 IDH1KD tx inconclusive, KB-V1 cytotox -7%, KB-3-1 tox inconclusive, HEK293 tox 0%&-3%, TDP-43 yeast inh 13µM*, GLP1R ag 13%, SW480 rerep -1% and HT1080NT lethal inconclusive.
Screening COc1cccc(CNCCc2c[nH]c3ccccc23)c1OCc1ccccc1 returned GLP1R inv ag inconclusive, HT1080 IDH1KD tx 16µM*, KB-V1 cytotox inconclusive, KB-3-1 tox inconclusive, HEK293 tox inconclusive, TDP-43 yeast inh 11%, GLP1R ag 2%, SW480 rerep inconclusive and HT1080NT lethal 21µM*.
Screening O=C(COc1ccccc1F)Nc1nc(-c2ccccn2)cs1 returned GLP1R inv ag inconclusive, HT1080 IDH1KD tx inconclusive, KB-V1 cytotox 4.6µM*, KB-3-1 tox 27%, HEK293 tox inconclusive, TDP-43 yeast inh inconclusive, GLP1R ag 0%, SW480 rerep 1% and HT1080NT lethal -14%.
Screening COc1ccc(OC)c(NC(=O)CSc2nncc3ccc(OC)c(OC)c23)c1 returned GLP1R inv ag 102%[activator], HT1080 IDH1KD tx -19%, KB-V1 cytotox -11%, KB-3-1 tox 1%, HEK293 tox -6%, TDP-43 yeast inh -31%, GLP1R ag 11%, SW480 rerep -4%[9.22 µM] and HT1080NT lethal -4%.
For O=S(=O)(NCc1ccccc1)c1ccc2c(c1)OCCO2 the results were GLP1R inv ag -7%, HT1080 IDH1KD tx 6%, KB-V1 cytotox 2%, KB-3-1 tox 13%, HEK293 tox -7%, TDP-43 yeast inh 20%, GLP1R ag 3%, SW480 rerep 1%[9.22 µM] and HT1080NT lethal inconclusive.

Part of the list above in order of length of the SMILES, rising:
Screening Brc1ccc(-c2nc(-c3ccccn3)no2)o1 returned GLP1R inv ag inconclusive, HT1080 IDH1KD tx inconclusive, KB-V1 cytotox -11%, KB-3-1 tox inconclusive, HEK293 tox -4%, TDP-43 yeast inh 3%, GLP1R ag -13%, SW480 rerep -5% and HT1080NT lethal inconclusive.
Cc1ccccc1NC(=O)c1ccc(F)c(S(=O)(=O)N2CCCCC2)c1 was read as GLP1R inv ag -31%, HT1080 IDH1KD tx -1%, KB-V1 cytotox -17%, KB-3-1 tox 18%, HEK293 tox -6%, TDP-43 yeast inh 18%, GLP1R ag 8%, SW480 rerep inconclusive and HT1080NT lethal -5%.
Screening COc1ccc(OC)c(NC(=O)CSc2nncc3ccc(OC)c(OC)c23)c1 returned GLP1R inv ag 102%[activator], HT1080 IDH1KD tx -19%, KB-V1 cytotox -11%, KB-3-1 tox 1%, HEK293 tox -6%, TDP-43 yeast inh -31%, GLP1R ag 11%, SW480 rerep -4%[9.22 µM] and HT1080NT lethal -4%.
